PglD DTNB = blocks C. jejuni PglD acetyltransferase activity. purified PglD enzyme, DTNB colorimetric CoA detection. inhibition, % at 12.5 µM. 360,000 tested, 0.098% active. AID 602405; in the data active means inhibition above about 16%, passing the limit was not always enough; further: strong numbers were not always called active
Statin myotox sup = suppressors of simvastatin-induced myotoxicity in C2C12 myotubes | ATP luminescence, 48 h; scaled: DMSO 0, geranylgeraniol control 100 | rescue of ATP level, % at 7.49 µM | 330,000 tested, 0.78% active | AID 602340;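 active means mean ATP rescue above about 67%, or every replicate alone reaching that limit, limit read from the data, passing the limit was not always enough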;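 further: myotubes were challenged with 10 µM simvastatin during compound exposure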
ARNT TACC3 PPI = disrupts binding between human ARNT and TACC3. Q9Y6A5. AlphaScreen His-ARNT PAS-B/GST-TACC3 binding, luminescence; TACC3 fragment carries E629A point mutation. inhibition, % at 9.99 µM. 390,000 tested, 0.66% active;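 active means mean inhibition of replicates at least 50% and at least half of replicates each reaching 50%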;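 further: 0% = complete ARNT plus TACC3 wells and 100% = ARNT alone without TACC3; many hits fall short of the cut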
GSIS activator = GLuc luminescence reporter in INS-1E cells, primary screen for activators of glucose-dependent secretion of insulin | INS-1E GLuc reporter insulin secretion, 2-3 h | activation, % at 16.6 µM | 370,000 tested, 0.61% active;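 active means lowest replicate activation of at least 40%, so every replicate reaches that level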;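 further: 0% = median of neutral control wells and 100% = median of IBMX positive control wells; some compounds called inactive have numbers as strong as hits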
Cneo AK release = causes C. neoformans cell lysis. adenylate kinase release luminescence, 4 h; normalised: neutral wells 0, clomiphene wells 100. lysis activity, % at 15 µM. 360,000 tested, 0.2% active;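 active means mean lysis activity across replicates of at least 80%, whatever share of replicates individually reach that level; inactive means mean lysis activity below 80%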
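read-out = cell lysis signal | test system = log-phase Cryptococcus neoformans yeast cells | input = cells at 5 × 10^6 per mL | medium = fresh YPD growth medium | signal = luminescent adenylate kinase detection reagent | timing = 4 h at 37 °C static, read 1 h later | dosing = single dose | controls = Clomiphene as positive lysis control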
PAX8 inh HTS = inhibitors of PAX8 transcriptional activity in RMG-I cells; AID 652154; RMG-I TPO-luciferase reporter, SteadyGlo, 24 h; 360,000 tested, 1.2% active; inhibition, % at 12.6 µM;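 active means mean replicate inhibition at least 60% with every replicate also reaching 60%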;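 further: luciferase light reporting Pax8 driven TPO promoter activity; plate controls were median of neutral control wells for no effect and mitoxantrone controls for full effect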
PGC1a acetyl inh = PGC1a acetylation modulation, inhibitor mode; U2OS PGC1a acetylation, AlphaScreen anti-acetyl-lysine; with virally co-expressed GCN5 acetyltransferase; AID 651687; inhibition, % at 15.6 µM; 350,000 tested, 0.17% active;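 active means every replicate shows inhibition of at least 40%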;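 further: 0% = neutral control wells and 100% = positive control wells; some results beyond the cut were filed as inactive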
LGR2 antag = inhibitors of bursicon-induced Drosophila LGR2 receptor cAMP signaling; HEK293 LGR2, CRE-luciferase, bursicon-stimulated, 4 h; inhibition, % at 9.99 µM; 380,000 tested, 0.35% active; AID 720647;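 active means drop in luminescence signal, shown as inhibition above about 50% in the replicate tests, limit read from the data, passing the limit was not always enough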;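 further: agonist challenge used bursicon conditioned medium at about half maximal strength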
An asterisk follows results filed as active; / = not tested or not shown. No enrichment for hits; 2.9% or so of the library scored in one or more.

structure	PglD DTNB	Statin myotox sup	ARNT TACC3 PPI	GSIS activator	Cneo AK release	PAX8 inh HTS	PGC1a acetyl inh	LGR2 antag
Nc1cc(C(=O)O)ccc1N1CCCCC1	-6	-12	0	/	1	/	-8	/
CN1C(=O)c2cc(NC(=O)Cc3cccs3)ccc2OC[C@H]2O[C@H](CC(=O)NCc3ccc(-c4ccccc4)cc3)CC[C@H]21	3	42	0	-8	-4	2	2	3
CC1=CCC2C(=O)N(c3nc4ccccc4n3C)C(=O)C2C1 (stereo unspecified)	-5	10	-8	/	0	/	-5	/
CSc1ncccc1C(=O)OCC(=O)NC1CCS(=O)(=O)C1 (stereo unspecified)	11	-11	-8	/	-1	/	-8	/
N=c1c(-c2nc3ccccc3[nH]2)cc(C(=O)c2ccco2)nn1-c1ccccc1	5	-10	23	3	1	24	-10	-17
CC(C)N1CCN(Cc2cccn2-c2cccnc2)CC1CCO (stereo unspecified)	/	/	0	0	/	9	/	13
CCCC(OC(=O)CC1Sc2ccccc2NC1=O)C(=O)NCc1ccco1 (stereo unspecified)	8	22	11	-22	7	/	-1	13
C[C@H]1CN([C@@H](C)CO)C(=O)c2cc(NS(C)(=O)=O)ccc2O[C@@H]1CN(C)S(=O)(=O)c1cccs1	-5	8	2	10	2	/	2	3
Cc1ccc(C(NC(=O)CN2C(=O)NC3(CCCC3)C2=O)c2ccccc2)cc1 (stereo unspecified)	-8	-9	-17	/	-4	1	9	-7
CCc1cc2cc(C)cc(C)c2nc1SCC(=O)NNC(=O)c1ccco1	/	/	-4	8	/	17	/	-3
CCCC(=O)Nc1ccc2c(c1)OC[C@@H](C)N(C(=O)CC)C[C@H](C)[C@H](OC)CN(C)C2=O	2	-11	-5	-6	0	6	-9	-2
Cc1ccc(S(=O)(=O)N(C)C[C@H]2Oc3c(NS(=O)(=O)c4cccs4)cccc3C(=O)N([C@H](C)CO)C[C@@H]2C)cc1	1	11	3	2	-12	-28	12	-38
C/C(=N\OCc1ccc(C#N)cc1)c1ccc(S(=O)(=O)N(C)C)cc1	-3	6	-4	4	-1	-43	/	-14
CNC(=O)C[C@H]1CC[C@H]2[C@H](COc3ccc(NC(=O)Nc4ccc(F)c(F)c4)cc3C(=O)N2C)O1	0	7	-6	0	59	-10	2	-3
CCN(Cc1ccncc1)C(=S)Nc1ccc(Cl)cc1	/	/	/	-5	/	-9	7	-7
COCCCNC(=O)CC1C[C@H](C(=O)N(C(C)C)C(C)C)[C@@]2(C)c3[nH]c4ccc(OC)cc4c3CCN2C1=O (stereo partly specified)	-3	13	-1	13	-1	16	/	0
CC1=C(C(=O)Nc2ccccc2C(=O)N2CCN(c3ccccc3)CC2)SCCO1	3	7	/	-3	1	12	-14	3
COc1cccc(C(=O)N/N=c2\sc3ccccc3n2C)c1	/	/	3	18	/	-29	/	-24
Cc1nnc(SCc2cc(=O)[nH]c(Nc3nc(C)c4cc(C)c(C)cc4n3)n2)s1	/	/	/	10	/	1	8	-31
Cc1ccc2c(c1)N(CC(=O)NCC1CCCO1)C(=O)CO2 (stereo unspecified)	-1	-2	-11	-2	14	-2	8	-13
CN(C)/N=C/c1ccc(/C=N/NC(N)=S)o1	/	/	15	2	/	-6	8	15
O=C(CN1CCOCC1)NCC[C@@H]1CC[C@H](NC(=O)c2ccc3c(c2)OCO3)[C@@H](CO)O1	0	-1	2	9	-3	-2	11	4
Cc1nn(CC(=O)Nc2nccs2)c(C)c1[N+](=O)[O-]	/	/	-19	13	/	-17	/	2
C(=N\n1cnnc1)/c1ccc(OC2CSC2)cc1	-4	14	2	17	-3	/	-11	1

Later entries:
mol	PglD DTNB	Statin myotox sup	ARNT TACC3 PPI	GSIS activator	Cneo AK release	PAX8 inh HTS	PGC1a acetyl inh	LGR2 antag
CCC(CC)CN1C(N(C)C)=NC[C@@H]1CC(C)C	1	-23	-7	5	2	-2	-12	1
CCOC(=O)Cc1ccc(NC(=O)c2ccc([N+](=O)[O-])cc2)cc1	/	/	-3	8	/	-24	/	5
CCC(=O)c1c[nH]c(C(=O)N2CCOCC2)c1	2	/	-5	11	0	2	4	3
COc1cccc(CNC(=O)C[C@H]2CC[C@H](NS(=O)(=O)c3ccccc3OC)[C@@H](CO)O2)c1	-2	-3	/	-2	4	7	-6	1
CCC(=O)N1CC[C@@H]2[C@H](CO)Nc3ccc(C#Cc4ccccc4)cc3[C@@H]21	-13	8	-10	13	10	4	5	17
C[C@H](CO)N1C[C@H](C)[C@@H](CN(C)C)Oc2ccc(NC(=O)Nc3ccc4c(c3)OCO4)cc2C1=O	5	2	-6	12	0	16	5	-1
COC(=O)N/N=C/c1c[nH]c2ccccc12	/	/	3	8	/	10	/	-2
Cc1ccc(N2C(=O)C3C4C=CC(CC4)C3C2=O)cc1Cl (stereo unspecified)	-5	13	4	-5	-1	-5	/	3
c1ccc2c(CNCCN3CCOCC3)cccc2c1	/	2	-1	/	-3	/	-33	/
COc1nccnc1NS(=O)(=O)c1ccc(NC(=S)NC(=O)c2ccccc2)cc1	3	/	7	6	/	14	-2	9
CC(=O)Nc1sc2c(c1C(c1ccccn1)N1CCN(C)CC1)CCCC2 (stereo unspecified)	-6	0	-7	1	2	15	-2	1
C[C@H](CO)N1C[C@H](C)[C@@H](CN(C)C(=O)Nc2ccc(F)cc2)Oc2ccc(NS(=O)(=O)c3ccc(Cl)cc3)cc2C1=O	-3	7	5	6	-2	-6	2	6
Cc1cc(C)cc(C(=O)NCC(=O)OC(C)C(=O)N(C)c2ccccc2)c1 (stereo unspecified)	-3	5	-14	-2	-2	17	/	27
CC1(C)OC(=O)C(=CNNc2c(Cl)cc(Cl)cc2Cl)C(=O)O1	6	0	-28	14	-1	-7	-13	-7
Cc1ccc(-c2cc(-c3ccc(F)cc3)c(C#N)c(N)n2)o1	-1	11	/	-8	2	-5	4	/
COc1ccc(CC(=O)N(C)Cc2ccc(OC(F)F)cc2)cc1S(=O)(=O)N1CCOCC1	1	1	/	-10	-1	10	0	1

Gathered by group, the entries above with a nitro group on carbon (2)
mol	PglD DTNB	Statin myotox sup	ARNT TACC3 PPI	GSIS activator	Cneo AK release	PAX8 inh HTS	PGC1a acetyl inh	LGR2 antag
Cc1nn(CC(=O)Nc2nccs2)c(C)c1[N+](=O)[O-]	/	/	-19	13	/	-17	/	2
CCOC(=O)Cc1ccc(NC(=O)c2ccc([N+](=O)[O-])cc2)cc1	/	/	-3	8	/	-24	/	5

(cont.)
mol	PglD DTNB	Statin myotox sup	ARNT TACC3 PPI	GSIS activator	Cneo AK release	PAX8 inh HTS	PGC1a acetyl inh	LGR2 antag
O=C(N[C@H]1CC[C@@H](CCn2cc(C3(O)CCCC3)nn2)O[C@H]1CO)C1CCCCC1	-2	-1	-7	8	-1	-6	-10	-13
CC(=O)C1C(c2ccccc2OC(F)F)NC(=O)NC1(O)C(F)(F)F (stereo unspecified)	/	/	-1	10	/	56	/	-1
Cc1cc2c(C)nc(N/N=C/c3ccc([N+](=O)[O-])cc3)nc2o1	/	/	42	-3	/	31	/	-6
CCS(=O)(=O)N1CCN(C(=O)c2cccnc2)CC1	-2	/	-1	-6	1	-22	7	/
C[C@@H]1CN([C@@H](C)CO)C(=O)Cc2cc(NC(=O)Cc3ccccc3)ccc2O[C@@H]1CN(C)S(=O)(=O)c1cn(C)cn1	-2	-3	-1	20	-1	-13	3	-1
COC(=O)c1ccccc1NC(=O)Cc1ccccc1OC	5	-12	/	/	1	/	-13	/
O=C(NCCc1ccccc1)c1ccc(CS(=O)(=O)c2ccc(Cl)cc2)o1	/	/	-5	-25	/	-28	-6	-13
CCC1CC(=O)CCN1S(=O)(=O)c1ccc(C)cc1 (stereo unspecified)	1	-2	-1	31	1	1	0	24

By substructure, the compounds so far containing two or more sulfur atoms (5)
mol	PglD DTNB	Statin myotox sup	ARNT TACC3 PPI	GSIS activator	Cneo AK release	PAX8 inh HTS	PGC1a acetyl inh	LGR2 antag
CSc1ncccc1C(=O)OCC(=O)NC1CCS(=O)(=O)C1 (stereo unspecified)	11	-11	-8	/	-1	/	-8	/
C[C@H]1CN([C@@H](C)CO)C(=O)c2cc(NS(C)(=O)=O)ccc2O[C@@H]1CN(C)S(=O)(=O)c1cccs1	-5	8	2	10	2	/	2	3
Cc1ccc(S(=O)(=O)N(C)C[C@H]2Oc3c(NS(=O)(=O)c4cccs4)cccc3C(=O)N([C@H](C)CO)C[C@@H]2C)cc1	1	11	3	2	-12	-28	12	-38
Cc1nnc(SCc2cc(=O)[nH]c(Nc3nc(C)c4cc(C)c(C)cc4n3)n2)s1	/	/	/	10	/	1	8	-31
COc1nccnc1NS(=O)(=O)c1ccc(NC(=S)NC(=O)c2ccccc2)cc1	3	/	7	6	/	14	-2	9

The listing continues:
mol	PglD DTNB	Statin myotox sup	ARNT TACC3 PPI	GSIS activator	Cneo AK release	PAX8 inh HTS	PGC1a acetyl inh	LGR2 antag
CCN(CC(=O)Nc1ccc(NC(C)=O)cc1)C(=O)CN1C(=O)C2CCCCC2C1=O (stereo unspecified)	2	12	3	3	1	3	-1	8
C/C=C/c1cnc2c(c1)C(=O)N([C@@H](C)CO)C[C@@H](C)[C@H](CN(C)C(=O)NC1CCCCC1)O2	0	51	1	-5	3	5	-6	0
C/C=C/c1ccc([C@@H]2[C@H](CO)N(C(=O)CN(C)C)C23CN(C(=O)C2CCCCC2)C3)cc1	/	/	/	18	/	-1	-6	-11
CN(C)c1ccc2c(c1)[C@@H]1C[C@@H](CC(=O)N3CCc4ccccc4C3)O[C@@H](CO)[C@@H]1O2	2	-4	31	-7	28	15	-2	10
FCCCOc1ccc(/C=N/OCc2ccc(Cl)cc2)cc1	4	0	-11	-26	-1	/	-1	-21
Cc1cc(Cl)ccc1OC(C)C(=O)OCC(=O)Nc1ccc2[nH]c(=O)[nH]c2c1 (stereo unspecified)	1	1	-7	-5	0	4	11	10
CC1CCN(S(=O)(=O)c2nnc(NC(=O)c3cccc(Cl)c3)s2)CC1	-5	-94	-1	/	0	-4	-30	/
O=C(NC(=S)Nc1ccc(N2CCOCC2)c(Cl)c1)c1cncc(Br)c1	/	/	3	12	/	-6	/	19
CN(C)C(CNC(=O)c1cccc(S(=O)(=O)NCc2ccccc2)c1)c1ccco1 (stereo unspecified)	0	3	6	13	2	6	2	13
Cc1ccccc1S(=O)(=O)N1CCCCN2[C@H](CO)[C@H](c3ccc(-c4cncnc4)cc3)[C@H]2C1	-57	/	2	10	1	-4	8	-20
COc1ccc(NC(=O)Nc2ccc3c(c2)C(=O)N([C@H](C)CO)C[C@H](C)[C@H](CN(C)S(C)(=O)=O)OCCCC[C@@H](C)O3)cc1	2	/	2	27	-2	-46	-5	-2
COC(=O)CC1SCCNC1=O (stereo unspecified)	-8	15	1	31	0	/	-11	-9
CCC(=O)N1CC(=O)N2[C@H](CO)[C@H](c3ccc(C#CC4CCCCC4)cc3)[C@H]2C1	/	/	/	-1	/	5	-17	2
